Screening data (PubChem BioAssay)
Insulin prom inh: inhibitors of insulin promoter-driven GFP, primary screen, imaging, TRM-6 cells (human fetal islet line), eGFP reporter, cell count; reporter expression induced with tamoxifen; inhibition, % at 2 µM; actives 0.9% (n = 130,000); AID 1273, 2008;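 active = inhibition above the mean plus 3 SD, with well images judged a real hit on visual review, cut at about 60% in these data, passing the limit was not always enough; inconclusive = inhibition over the cutoff but images rejected on review; inactive = inhibition not above the cutoff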
sdo1 growth: growth rescue of sdo1-depleted yeast, primary screen, S. cerevisiae, bone marrow failure model; actives 0.21% (n = 140,000); z-score at 10 µM; S. cerevisiae sdo1-depleted JHY4D growth rescue, OD600 30 h; active compounds read high; pdr5 snq2 efflux-pump mutant strain;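 active = z-score above 3 at both the 24 hr and the 30 hr optical density reads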;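 note: z-score against mean and SD of all compound wells on the same plate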
sdo1 growth Rescue 24 h: further read-out of sdo1 growth, marked with its call; z-score; S. cerevisiae sdo1-depleted JHY4D growth rescue, OD600; measured here: growth rescue at 24 h;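 0 is the plate mean of compound wells and units are plate SD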
* marks the source's active call; other numbers are inactive results; ? = inconclusive; / = no result given. This is a subset; the hit share may differ from the screen's.

smiles | Insulin prom inh | sdo1 growth | sdo1 growth Rescue 24 h
CC1CCCN(Cc2nc3c(c(=O)n(C)c(=O)n3C)n2CC(N)=O)C1 (configuration not stated) | / | -0.23 | -1.1
COC(=O)c1nnn(-c2nonc2N)c1CSc1nc2ccccc2s1 | 11 | -2.4 | -1.8
COc1ccccc1CNC(=O)C(CCSC)NC(=O)C1CCC(C)CC1 (configuration not stated) | 9 | -0.48 | -0.86
O=C(Nc1ccc(O)cc1)C1CCCO1 (configuration not stated) | 3 | 0.01 | -1.1
O=C(O)/C=C/C(=O)c1ccc2c(c1)NC(=O)CO2 | -7 | / | /
O=C(Cc1ccccc1)N/N=C/c1cccs1 | 12 | 0.36 | -0.31
O=C(CN1CCN(c2ccc(O)cc2)CC1)Nc1cc([N+](=O)[O-])ccc1Cl | / | -1.4 | -0.99
c1coc(-c2nnc(NC3=NCCC3)o2)c1 | -61 | 0.84 | 0.59
N#CC(C#N)=C(Nc1ccc(F)cc1)SCc1cccc(Br)c1 | -12 | -1.3 | -0.52
CCC(=O)Nc1sc2c(c1C#N)CCC2 | 7 | / | /
CN=C(Nc1cc(C)nn1CCC#N)c1ccccc1F | / | -0.2 | -0.29
Cc1nc2scc(-c3cccs3)c2c(=O)n1-n1cccc1 | / | 0.28 | 0.07
Cc1cccc2cc(CN(Cc3ccco3)C(c3nnnn3CCc3ccccc3)C(C)C)c(=O)[nH]c12 (configuration not stated) | -29 | -0.45 | 0.02
Cc1cc(C)n(-c2nc3nonc3nc2Nc2cccc(C)c2C)n1 | / | -0.26 | 0.06
O=C(Cn1ncn2c(cc3ccccc32)c1=O)NCc1ccco1 | / | 0.14 | 0.14
Cc1nc2sccn2c(=O)c1CCN1CCC(=C(c2ccc(F)cc2)c2ccc(F)cc2)CC1 | -14 | -1.8 | -1.6
O=C(CCN1C(=O)C2C3C=CC(C3)C2C1=O)N1CC(=O)N(CCc2ccccc2)C(=O)C1 (configuration not stated) | / | 0.38 | 0.85
Oc1c(/C=N/c2ncn[nH]2)ccc2ccccc12 | 0 | -0.47 | -0.62
Cc1cc2c(cc(C(=O)N3CCC(C(=O)N4CCCC4)CC3)n2Cc2c(F)cccc2Cl)o1 | / | -1 | -1.3
CNC(=O)CSc1nnc(-c2ccncc2)n1Cc1ccccc1 | / | 1.3 | -0.25

Later entries
smiles | Insulin prom inh | sdo1 growth | sdo1 growth Rescue 24 h
CCOC(=O)CN1CCc2c(C)nc3c(-c4ccc(OC)c(OC)c4)cnn3c21 | / | -0.45 | -0.64
CN1CCN(C(=O)c2ccc(C(F)(F)F)cc2)CC1 | -24 | / | /
N#CC1(c2nc3ccccc3[nH]2)CC1c1ccc2c(c1)OCO2 (configuration not stated) | 36 | -1.1 | -1.2
COc1ccc(C2=NN3C(C2)c2ccccc2OC32C(=O)N(C)c3ccccc32)cc1 (configuration not stated) | -42 | -2.1 | -1.5
O=C(O)CCCNS(=O)(=O)c1ccccc1 | -5 | -0.09 | -0.34
COc1cc2c3c(c1)/C(=C1/SC(=S)NC1=O)C(=O)N3C(C)(C)C=C2C | -44 | 0.52 | 3
O=C(COC(=O)CSc1ccc2ccccc2c1)NCc1ccc2c(c1)OCO2 | 21 | -0.69 | -2
Cc1cc(=O)[nH]c(SCCOc2ccc(OC(C)C)cc2)n1 | 66 | -0.94 | -1.2
Cc1ccccc1CS(=O)(=O)c1snnc1C | -59 | 0.81 | 0.3
Cc1c(NC(=O)c2nn3c(C(F)(F)F)cc(-c4ccccc4)nc3c2Cl)c(=O)n(-c2ccccc2)n1C | -23 | 0.53 | 1.1
CC(=O)Nc1ccc(S(=O)(=O)n2nc(-c3ccc(C)cc3)nc2N)cc1 | / | -0.26 | -0.35
CCOC(=O)N1CCN(C(=O)C2CCCN(S(=O)(=O)c3ccccc3)C2)CC1 (configuration not stated) | 29 | 0.84 | 0.55
CC(C)NS(=O)(=O)c1ccc(CCC(=O)O)cc1 | 27 | 0.54 | 0.75
CN1CCN(C(=O)c2ccc(N(Cc3ccc(Cl)cc3)S(C)(=O)=O)cc2)CC1 | / | 1.2 | 0
O=C(N/N=C/c1ccco1)c1ccccc1OCc1ccc(Br)cc1 | -43 | -1.4 | -0.29
CCCn1c(N)c(C(=O)CSc2nc3ccccc3n2CCC#N)c(=O)n(C)c1=O | / | 0.61 | 0.05
CSc1cccc(NC(=O)Nc2ccc(Cl)cc2)c1 | -8 | 0.73 | 2.6
COc1ccc(CCNC(=O)COc2ncnc3ccccc23)cc1 | 11 | / | /
Cc1cc(C)cc(NS(=O)(=O)c2cc(C(=O)NCc3ccccn3)ccc2Cl)c1 | / | -0.48 | -0.3
NS(=O)(=O)c1cc(C(=O)OCC(=O)Nc2ccc(Cl)cc2[N+](=O)[O-])ccc1Cl | 11 | / | /

(continued)
Fields – Insulin prom inh	sdo1 growth	sdo1 growth Rescue 24 h
- CC1=C(C(=O)c2ccccc2)C(c2ccc(N3CCOCC3)cc2)NC(=O)N1 (configuration not stated)
  -27	/	/
- O=C(Nc1nnc(COc2ccc(Cl)cc2)s1)c1cccs1
  80*	1.2	0.02
- CCCCOc1ccc(NC(=O)Cn2c(=O)ccc3c(C)cc(C)nc32)cc1
  -3	-2.3	-1.7
- CCCCNC(=O)CN(c1cc(C(F)(F)F)ccc1Cl)S(C)(=O)=O
  ?	-0.39	-1.1
- O=[N+]([O-])c1ccc(CN2C=NS(=O)(=O)c3ccccc32)cc1
  33	/	/
- CCC(=O)Nc1cccc(-n2nnnc2SCC(=O)NCc2ccco2)c1
  7	0.04	-0.08
- Cc1cc(C(=O)NC2=NCCS2)cs1
  38	0.22	-0.44
- Nc1cc(C(=O)O)c(Oc2ccc(Cl)cc2Cl)cc1C(=O)O
  67*	0.52	-0.17
- CCCCn1c(O)c(C(CC)=Nc2ccc3c(c2)CCC3)c(=O)[nH]c1=O
  -43	-2.5	-1.7
- O=C(NC1CCCCCC1)c1cc(S(=O)(=O)N2CCCCC2)ccc1N1CCOCC1
  27	/	/
- O=C(O)C1CCCCC1C(=O)NCCc1ccncc1 (configuration not stated)
  -100	1.8	2.1
- O=[N+]([O-])c1nn(-c2ccccc2)[n+]([O-])c1N1CCN(c2ccccc2F)CC1
  50	/	/
- Cc1nc2sc(C(c3ccco3)N3CCOCC3)c(O)n2n1 (configuration not stated)
  6	0.38	0.73
- CCc1nnc(NC(=O)c2ccc(-c3ccc(Cl)cc3)o2)s1
  50	0.3	1.4
- Cc1cc(C)c(NC(=O)C2=CCN(S(=O)(=O)c3ccc(F)cc3)CC2)c(C)c1
  -2	-0.11	-1

Given with values ahead of the structure: four of the compounds above.
Insulin prom inh	sdo1 growth	sdo1 growth Rescue 24 h	smiles
7	0.04	-0.08	CCC(=O)Nc1cccc(-n2nnnc2SCC(=O)NCc2ccco2)c1
-27	/	/	CC1=C(C(=O)c2ccccc2)C(c2ccc(N3CCOCC3)cc2)NC(=O)N1 (configuration not stated)
50	/	/	O=[N+]([O-])c1nn(-c2ccccc2)[n+]([O-])c1N1CCN(c2ccccc2F)CC1
-2	-0.11	-1	Cc1cc(C)c(NC(=O)C2=CCN(S(=O)(=O)c3ccc(F)cc3)CC2)c(C)c1

(next part)
Fields – Insulin prom inh	sdo1 growth	sdo1 growth Rescue 24 h
- COc1ccc(C(=O)Nc2ccc(S(=O)(=O)Nc3ncccn3)cc2)cc1OC
  41	/	/
- CCS(=O)(=O)NCc1ccc2c(c1)cc(C)n2C
  /	0.6	0.4
- CC(C)N(C(=O)COC(=O)CNC(=O)c1ccc(Br)cc1)c1ccccc1
  /	-0.51	-1.4
- Cc1ccc(NC(=O)CN2CCCCCC2)c(Br)c1
  /	-0.61	-0.58
- CC1CCN(S(=O)(=O)c2cn(C)c(=O)n(C)c2=O)CC1
  /	0.84	0.76
- Cn1c(SCC(=O)Nc2ccc3c(c2)OCO3)nnc1-c1cnccn1
  13	0.28	-0.26
- COc1ccc(C(=O)N2CCc3cc(OC)c(OC)cc3C2c2cccc([N+](=O)[O-])c2)cc1OC (configuration not stated)
  /	-0.66	-0.88
- CC(=O)N1CCN(Cc2nc3cc(NS(C)(=O)=O)ccc3n2C)CC1
  -144	-0.24	-0.59
- CC(NC(=O)c1ccccc1)c1ccc(Br)cc1 (configuration not stated)
  88*	/	/
- COC(=O)[C@@H](NC(=O)NCc1cccc(OC)c1)C(C)C
  /	1.7	1.5
- C=CCNC(=O)/C(C#N)=C/c1ccccc1Cl
  12	/	/
- CNC(=S)N/N=C1\CC(c2ccccc2)Oc2ccccc21 (configuration not stated)
  11	/	/
- Cc1cccc(C(C)C)c1NC(=O)COC(=O)COc1ccc2c(C)cc(=O)oc2c1
  /	2	2.5
- COc1cc(C(=O)Oc2ccccc2/C=N/NC(=O)c2ccc(C)cc2)cc(OC)c1OC
  40	-0.15	0.85
- COc1ccc(NC(=O)CN2CCN(c3ccc(F)cc3)CC2)cc1Cl
  -10	-0.86	-1.5

Following part
Fields – Insulin prom inh	sdo1 growth	sdo1 growth Rescue 24 h
- O=C(CSc1nnc(COc2ccccc2F)n1-c1ccccc1)NCc1ccco1
  53	-0.35	-0.74
- Cc1ccccc1NC(=S)NCC(c1cccnc1)N1CCOCC1 (configuration not stated)
  /	2	2.2
- CC1CCc2nn(CC(=O)N3CCCCCC3)cc2C1 (configuration not stated)
  60	1.3	1.8
- COc1ccc(C(=O)OCn2nnc3ccccc3c2=O)cc1
  18	/	/
- Cc1nc(N2CCOCC2)c2cc(-c3ccccc3)sc2n1
  /	-1.6	-1.7
- O=C(NC(=S)Nc1ccc(N2CCCCC2)c(Cl)c1)c1cccs1
  -33	/	/
- O=C(N/N=C/c1coc2ccccc2c1=O)c1ccccc1Br
  38	0.4	0.45
- O=C(c1ccc(Cl)c([N+](=O)[O-])c1)N(c1ccccn1)c1ccccn1
  -24	0.72	0.07
- Cc1nn(C)c(C)c1NC(=O)C12CC3CC(CC(C3)C1)C2
  -29	2.1	1.8
- COc1ccc(-c2cc(C3CC3)nc3sc(C#N)c(N)c23)cc1
  -13	-1.1	3.1
- CC(C)NC(=O)c1cc(-c2ccco2)nn1-c1ccc(Cl)cc1
  3	-0.15	-0.45
- Cc1ccc(S(=O)(=O)N(C)CC(=O)N2CCN(C(=O)c3ccco3)CC2)cc1
  /	-0.49	-0.32
- CCOC(=O)Cn1nc(C)cc1NC(=O)c1cccnc1
  -24	/	/
- COCCn1c(=O)[nH]c2cc(C(=O)NCCN3CCN(c4ccccc4)CC3)ccc2c1=O
  /	0.46	0
- COc1ccc(-c2csc(NC(=O)C3CCCCN3S(=O)(=O)c3ccccc3)n2)cc1 (configuration not stated)
  13	-1.5	-0.39

(continued)
Fields – Insulin prom inh	sdo1 growth	sdo1 growth Rescue 24 h
- Cc1ccc(NC(=O)CSc2nc3ccccc3c3nc(CCn4cncc4C)nn23)c(C)c1
  /	0.74	0.86
- O=C(c1ccc(=O)oc1)N1CCN(c2ccc(F)cc2)CC1
  /	1.1	1.3
- O=S(=O)(c1ccc(F)cc1)c1nc(-c2ccc(F)cc2)oc1NCCN1CCOCC1
  /	-0.84	-1.2
- Cn1cnnc1-c1cccc(NC(=O)c2cc(F)c(F)cc2Cl)c1
  5	/	/
- Cc1cc(C)n(Cc2ccc(C(=O)NCc3ccco3)o2)n1
  37	0.54	-0.36
- CCc1ccc(/C=C2\Oc3cc(OS(C)(=O)=O)ccc3C2=O)cc1
  /	-0.94	-0.55
- CCC(C(=O)OCn1nnc2ccccc2c1=O)c1ccccc1 (configuration not stated)
  -35	/	/
- O=C(CN1N=C(c2ccccc2)CCC1=O)NCCN1CCc2ccccc2C1
  -42	0.39	-0.68
- Cc1ccc2c(c1)N(CCC(=O)NCc1ccco1)C(=O)CO2
  16	-0.34	-0.47
- CC(=O)c1c(C)cc(C)c(CSc2nnc(-c3ccco3)o2)c1C
  32	-0.65	0.34
- COCCNc1cc(C)nc2c3c(C)cc(C)nc3nn12
  /	1.2	0.03
- Cc1nc2ccccn2c1C(=O)N/N=C/c1ccc(CNC(=O)C(=O)Nc2ccccc2)o1
  -82	0.26	-0.44
- O=C(CN1CCN(Cc2ccccc2)CC1)NC(=O)NCc1ccco1
  50	1.9	2.2
- CN1CCN(C=NC2=NN(c3cccc(C(F)(F)F)c3)CC2)CC1
  /	0.33	0.49
- S=C(NCCc1ccccc1)N1CCn2cccc2C1c1ccncc1 (configuration not stated)
  29	/	/

The listing continues.
Fields – Insulin prom inh	sdo1 growth	sdo1 growth Rescue 24 h
- N#C/C(=N/Nc1ccccc1F)C(=N)N1CCOCC1
  /	-0.28	-0.16
- COc1ccc(CCNC(=O)Cn2nnc(-c3ccc(N(C)C)cc3)n2)cc1OC
  60	-0.49	-0.76
- COc1ccccc1CC(=O)N1CCCC1
  40	-0.23	-0.81
- Cc1ccc(N2C(=O)[C@@H]3[C@H](C2=O)C2c4ccccc4C=CN2[C@@H]3C(=O)c2ccco2)cc1 (some centres not stated)
  0	-0.04	-0.06
- COc1ccc(-c2nnn(CC(=O)N(CC3CCCO3)C(C(=O)NC(C)(C)C)c3ccco3)n2)cc1OC (configuration not stated)
  -23	/	/

Complete entries, looked up by structure. Screens in order: Insulin prom inh, sdo1 growth, sdo1 growth Rescue 24 h
`Cc1ccc(N2C(=O)[C@@H]3[C@H](C2=O)C2c4ccccc4C=CN2[C@@H]3C(=O)c2ccco2)cc1` (some centres not stated) is entered as 0, -0.04, -0.06
`COc1ccccc1CC(=O)N1CCCC1` is entered as 40, -0.23, -0.81
`COc1ccc(CCNC(=O)Cn2nnc(-c3ccc(N(C)C)cc3)n2)cc1OC` is entered as 60, -0.49, -0.76
`N#C/C(=N/Nc1ccccc1F)C(=N)N1CCOCC1` is entered as /, -0.28, -0.16
`COc1ccc(-c2nnn(CC(=O)N(CC3CCCO3)C(C(=O)NC(C)(C)C)c3ccco3)n2)cc1OC` (configuration not stated) is entered as -23, /, /
